RECQ1 inh = RECQ1 (human) helicase inhibition; RECQ1 DNA unwinding, red fluorescence kinetic read; Potency, µM (top dose mostly 57.3 µM), inactives show top-dose activity, negative = inhibition, usual class: inhibitors; 240,000 compounds, 0.54% hits; AID 2549;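 further: plate controls were vehicle for no effect and no enzyme for full effect; nearly all actives have a fitted effect of over 30% in size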
Target sequence (P46063 whole entry, looked up): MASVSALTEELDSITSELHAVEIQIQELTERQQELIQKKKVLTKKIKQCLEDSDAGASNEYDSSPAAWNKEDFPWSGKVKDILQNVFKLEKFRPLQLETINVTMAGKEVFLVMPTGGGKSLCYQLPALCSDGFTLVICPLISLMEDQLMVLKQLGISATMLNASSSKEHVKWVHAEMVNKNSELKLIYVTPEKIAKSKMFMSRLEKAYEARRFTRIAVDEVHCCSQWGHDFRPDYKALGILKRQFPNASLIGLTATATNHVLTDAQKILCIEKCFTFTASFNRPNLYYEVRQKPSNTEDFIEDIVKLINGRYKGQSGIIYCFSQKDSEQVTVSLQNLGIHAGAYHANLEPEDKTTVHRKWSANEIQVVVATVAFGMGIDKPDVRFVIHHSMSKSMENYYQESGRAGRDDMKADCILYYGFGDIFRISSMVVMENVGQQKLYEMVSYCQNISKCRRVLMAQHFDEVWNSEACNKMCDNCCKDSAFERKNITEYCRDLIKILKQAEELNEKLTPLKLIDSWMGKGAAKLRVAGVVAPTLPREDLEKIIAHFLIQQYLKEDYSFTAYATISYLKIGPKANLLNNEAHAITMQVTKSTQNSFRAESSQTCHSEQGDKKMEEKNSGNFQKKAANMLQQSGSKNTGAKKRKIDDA
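RECQ1T1 50 nM; forked duplex (20 bp + 30-nt ss tails) 200 nM, ATP 2 mM final; pH 8.0, 2 mM MgCl2, 2.5 ug/ml poly(dI-dC); 15 min compound preincubation; discontinuous kinetic read over 2 h at RT.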
GoLoco inh red = RGS12 GoLoco-Gai1 interaction inhibition; P63096; Gai1:RGS12 GoLoco peptide FP, rhodamine, 10 min; Potency, µM (titrated, usually from 61.6 µM), for inactives: at the highest dose activity, negative = inhibition, hits mostly inhibitors; 230,000 compounds, 0.44% hits; active means well fitted inhibition curve with a large enough effect, not every such curve was filed as active; inactive means no such curve, though single readings can be large or run the other way; further: on the % scale 0 is the no-effect control and ±100 the full control effect; nearly all actives have a fitted effect of over 30% in size; many of its hits are not listed in these tables
Target sequence (P63096 whole entry, looked up): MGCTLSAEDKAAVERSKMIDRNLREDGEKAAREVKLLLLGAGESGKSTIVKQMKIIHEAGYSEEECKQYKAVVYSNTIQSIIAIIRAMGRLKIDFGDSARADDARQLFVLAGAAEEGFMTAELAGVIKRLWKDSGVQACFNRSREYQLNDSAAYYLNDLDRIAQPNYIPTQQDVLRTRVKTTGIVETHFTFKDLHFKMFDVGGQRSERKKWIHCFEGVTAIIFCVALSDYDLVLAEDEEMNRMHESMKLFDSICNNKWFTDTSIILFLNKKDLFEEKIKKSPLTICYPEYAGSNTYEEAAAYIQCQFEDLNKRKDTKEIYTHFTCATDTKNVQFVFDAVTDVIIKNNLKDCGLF
TRb SRC2 PPI = TRbeta-SRC2 interaction inhibition; P10828; TRbeta-SRC2 peptide binding, fluorescence polarization; receptor liganded with 1 µM T3; Potency, µM (titrated, usually from 106 µM), inactives show at the top dose activity change, negative = inhibition, hits mostly inhibitors; 280,000 compounds, 0.065% hits; AID 1469;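 further: plate controls were bound peptide for no effect and peptide without receptor for full effect; nearly all actives have a fitted effect of over 50% in size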
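Compounds were added to 0.6 uM TRb ligand-binding domain and 20 nM Texas Red-labeled SRC2 peptide in Tris buffer containing 1 uM T3, incubated 5 hr at ambient temperature, then read by fluorescence polarization.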
ALDH1A1 block = inhibitors of human aldehyde dehydrogenase 1A1. P00352. Potency, µM (titrated, usually from 75.3 µM), for the others: at the top dose activity, negative = inhibition, usual class: inhibitors. 220,000 compounds, 7.3% hits. Purified ALDH1A1, NADH fluorescence, propionaldehyde substrate; active means well fitted inhibition curve with a large enough effect, not every such curve was filed as active; inconclusive means small, poorly fitted or top-dose-only effect, or another doubt; inactive means no such curve, though single readings can be large or run the other way;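 further: plate controls were no enzyme wells and a reference inhibitor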
SMN2 splice enh = enhancers of SMN2 splice variant expression; 210,000 compounds, 2.8% hits; Potency, µM (highest dose often 46.1 µM), for the others: at the highest dose activity change, positive = activation, actives largely listed as activators; AID 1458; HEK293 SMN2-luciferase splicing reporter, luminescence, 30-36 h; further: % of control where 0% means no effect; nearly all actives have a fitted effect of over 55% in size
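HEK293 cells carry an SMN2 […]–luciferase reporter in which exon 7 inclusion puts luciferase in frame. Cells were plated 10-12 h before compound addition, then incubated 30-36 h at 37C. ONE-Glo luminescence was read; sodium butyrate at 4.5 mM final served as control.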
JMJD2E inh = JMJD2E (human) inhibition | B2RXH2 | JMJD2E catalytic domain, FDH-coupled NADH fluorescence (FDH is formaldehyde dehydrogenase) | Potency, µM (highest dose often 57.1 µM), without a hit: top-dose activity change, negative = inhibition, hits mostly inhibitors | 230,000 compounds, 1.6% hits | AID 2147; active means well fitted inhibition curve with a large enough effect, not every such curve was filed as active; inconclusive means small, poorly fitted or top-dose-only effect, or another doubt; inactive means no such curve, though single readings can be large or run the other way;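 further: 0% = wells with enzyme and -100% = buffer wells without enzyme; nearly all actives have a fitted effect of over 50% in size; many of its hits are not listed in these tables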
LMNA splice mod = LMNA splicing modulation; HeLa LMNA splicing GFP/RFP minigene ratio, 48 h; 200,000 compounds, 0.01% hits; Potency, µM (series often up to 46.1 µM), for inactives: at the highest dose ratio change, negative = inhibition, actives largely listed as inhibitors; active means well fitted inhibition curve with a large enough effect in the signal ratio, with a control signal flat, not every such curve was filed as active; inconclusive means small, poorly fitted or top-dose-only effect, or effect the other way, or a change in a side signal; the % refers to the signal ratio; further: on the % scale 0 is the no-effect control and ±100 the full control effect
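S3 HeLa stable clones carrying a lamin A-EGFP splicing minigene plus DsRed2 were seeded at 600 cells/well in Opti-MEM with 2% FBS, pin-dosed and incubated 48 h at 37°C. Acumen cytometry (488 nm) gave the GFP/RFP total-intensity ratio.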
TR SRC2 fluor cs = counter-screen for TRb-SRC2 inhibitors: fluorescence interference. TRb/SRC2 Texas Red total fluorescence interference. Potency, µM (series often up to 106 µM), inactives show top-dose fluorescence change, negative = quenching. 280,000 compounds, 0.29% hits; active means well fitted curve in either direction with a large enough effect; inconclusive means small, poorly fitted or top-dose-only effect; further: on the % scale 0 is the no-effect control and ±100 the full control effect
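Human TRb ligand-binding domain at 0.6 uM with 20 nM Texas Red SRC2 peptide in Tris buffer containing 1 uM T3 and 5% DMSO, incubated with compound 5 h at ambient temperature. Total fluorescence (555/632 nm) calculated as parallel + 2 × perpendicular.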
* hit, by the source's call; i = inactive; ? = inconclusive; · = not tested or not shown; [ ] = dose if it differs, or a comment. Unless noted, the call rests on the fitted dose curve; in most records, active means well fitted curve in the direction sought with a large enough effect; inconclusive means small, poorly fitted or top-dose-only effect, or another doubt; inactive means no such curve, though single readings can be large; an effect the other way counts as inactive or inconclusive. Potency means the concentration at half of the fitted maximal effect.

Values in the order: RECQ1 inh, GoLoco inh red, TRb SRC2 PPI, ALDH1A1 block, SMN2 splice enh, JMJD2E inh, LMNA splice mod, TR SRC2 fluor cs
> O=C(Cc1cccc2ccccc12)N/N=C1\CCCc2ccccc21
  -4%, 6%, -8%, ?, -45%[inhibitor], -8%, -1%, -4%
> COC(=O)CN1C(=S)N(c2ccc(OC)cc2)C(=O)/C1=C/c1cccs1
  1%, 1%, -5%, 9%, -5%, -2%, -14%, 1%
> CC(C)(C)c1ccc(S(=O)(=O)NNC(=O)C2CCN(Cc3cccc(F)c3)CC2)cc1
  i, 7%, -2%, 2.2µM*, -3%, -7%, ·, -4%
> CCOC(=O)CCCCNC(=O)Nc1ccccc1
  -3%, 0%, 6%, ?, 6%, -2%, 0%[46 µM], 4%
> O=C1NC(c2cccs2)C(C(=O)c2ccccc2)C(O)(C(F)(F)F)N1 (configuration not stated)
  0%, 5%, -7%, -13%, -3%, -1%, 6%, 0%
> COCCNC(=O)c1c[nH]c2cc(OC)c(OC)cc2c1=O
  i, 8%, -7%, -10%, 0%, ?, -5%, -1%
> CC(=O)N(Cc1ccc(Br)cc1)c1ccccc1C(=O)O
  -5%, 6%, -6%, ·, ·, -3%, ·, -1%
> O=C(NC1CCCC1)C(c1ccc(F)cc1)N(Cc1ccc(F)cc1)C(=O)CCl (configuration not stated)
  10%, -5%, -1%, -2%, -38%[inhibitor], -12%, -8%, -2%
> CC1(C)S/C(=N/N=C/c2ccco2)NC1=O
  i, -1%, 2%, 10%, 8%, -4%, 3%, 2%
> CC1CC1C(=O)OCC(=O)NCc1ccc(Cl)cc1 (configuration not stated)
  i, 7%, -11%, 6%, 5%, 1%, 0%, -2%
> COc1ccc(C(=O)NCC(=O)OCC(=O)Nc2cc(OC)ccc2OC)cc1
  i, -21%, -3%, 1%, -3%, 3%, 3%, -3%
> Cc1ccc(/C=C2/SC(=O)N(CC(=O)N3CCOCC3)C2=O)s1
  -5%, 14%, 0%, 3%, 7%, 13%, ?, -1%
> COc1ccc(-n2nc(C(=O)NCC(=O)NCc3ccc(F)cc3)c3ccccc3c2=O)c(OC)c1
  -13%, 8%, 8%, 6%, -18%, -5%, ?, -3%
> O=C(Nc1ccc2c(c1)OCO2)c1cncc(Br)c1
  i, 1%, 3%, -2%, 21%, 4%, -2%, -6%
> CCOC(=O)C(C)c1n[nH]c(=O)c2ccccc12 (configuration not stated)
  0%, 0%, 1%, 7%, ·, 3%, 0%, -7%
> COC(=O)c1cc(-c2ccc(Cl)cc2)n(-c2ccc(S(N)(=O)=O)cc2)n1
  -3%, 3%, -9%, 15%, -34%[inhibitor], -4%, 1%[46 µM], -7%
> CCOc1ccc(NS(=O)(=O)c2ccc(NC(=S)NC(=O)C(C)C)cc2)cc1
  i, 3%, 2%, ?, -16%, -7%, ?, -2%
> O=C(CCC(=O)N(CC(=O)NC1CCCCC1)Cc1ccccc1)Nc1ccccn1
  -2%, 3%, -11%, -7%, -18%, -10%, ·, -6%
> Brc1ccc(CNc2cc3c(cc2Br)OCCO3)cc1
  -5%, -10%, 1%, 0%, -18%, 3%, 3%[9.22 µM], -3%
> CSc1cc(/C=N/O)c(SC)s1
  5%, -11%, -6%, ?, 2%, 6%, -11%, -1%
> COc1ccc([N+](=O)[O-])cc1NC(=O)c1cc(C)c(C)o1
  i, -12%, -2%, 8%, -8%, 7%, 4%[9.22 µM], -3%
> CC(C(=O)Nc1nc2ccccc2s1)n1cc([N+](=O)[O-])cn1 (configuration not stated)
  -2%, 3%, -2%, 6%, -22%, 0%, ·, 0%
> Cn1c(C(=O)O)c(CC(=O)Nc2ccccc2F)c2ccccc21
  -4%, 7%, -15%, -3%, -3%, -3%, -1%, -2%
> CCOC(=O)/C=C(/C)N1N=C(c2ccc(OC)cc2)CC1c1cccc([N+](=O)[O-])c1 (configuration not stated)
  -15%, 8%, -14%, ?, 18%, 0%, ?, ?
> CCc1nccn1S(=O)(=O)c1ccc(C)c(C)c1
  i, 6%, -8%, 8%, -4%, -2%, -13%, -2%
> O=C(c1ccco1)N1CCN(C(=O)c2ccccc2Oc2ccccc2)CC1
  -1%, -1%, 2%, -4%, 3%, 7%, -8%, 1%
> C/C(=N\NC(=O)c1c(Cl)c(C)nn1C)c1cccc(NC(=O)COc2ccc(Cl)cc2)c1
  -19%, -16%, 0%, 6%, 13%, 13%, -3%, -4%
> COc1ccc2c(C)nc(Nc3nc(C)cc(C)n3)nc2c1
  i, 5%, -5%, 6%, -6%, -19%, 0%, -1%
> CCOC(=O)c1cc(OC(=O)c2cccs2)n(-c2ccccc2)n1
  19%, 1%, -3%, -1%, ·, -14%, -6%, -8%
> COC(=O)c1ccccc1NC(=O)C(=O)NCc1ccncc1
  i, 7%, 2%, 0%, 17%, 3%, ·, 1%
> COc1ccc(CN(C)CC(=O)NC(C)c2ccccc2)cc1OC (configuration not stated)
  -6%, 12%, -7%, 3%, -10%, -2%, ·, -5%
> COc1ccc(CCNCCC(=O)Nc2c(C)cc(C)cc2C)cc1OC
  -2%, -6%, 0%, 14%, 1%, 11%, -6%, -29%
> CCOC(=O)c1ccccc1NC(=O)CC1Nc2ccccc2NC1=O (configuration not stated)
  -3%, 1%, 5%, ?, 23%, 64%, 18%, -1%
> O=c1c2ccccc2nc(-c2ccc([N+](=O)[O-])cc2)n1O
  -3%, -18%, -8%, -14%, -25%, ?, ·, -5%
> COc1ccccc1C1/C(=C(\O)c2ccc3c(c2)OCCO3)C(=O)C(=O)N1CCCN(C)C (configuration not stated)
  -1%, -2%, -5%, -18%, 11%, 0%, 9%, -2%
> COc1cc(C(=O)NCc2nnc(SCC(=O)Nc3cc(C)cc(C)c3)o2)cc(OC)c1OC
  -12%, 12%, 2%, ?, 1%, 0%, -2%, -4%
> CCN(CC)C(=O)CSc1nc2ccc(NC(=O)CSc3nccn3C)cc2s1
  20µM*, 15%, -11%, ?, -41%[inhibitor], 2%, ?, -2%
> O=c1c2ccccc2c(C=Nc2ccc(S(=O)(=O)N3CCCCC3)cc2)c(O)n1-c1ccc(Cl)cn1
  -7%, -11%, -12%[53 µM], 6%, 8%, -7%, -14%, 35µM*[quencher]
> CC(=O)c1ccc(N2CCN(C(=O)C3CCC3)CC2)cc1
  i, 8%, -3%, ?, 21%, -22%, 7%, 0%
> Cc1ccc(N2C(=O)C3C4C=CC(C4)C3C2=O)cc1C (configuration not stated)
  -10%, 2%, -5%, 15%, -8%, 10%, 13%, -6%
> Cc1cc(=O)c2c(O)c3c(O)cc(O)c4c5c(O)cc(O)c6c(O)c7c(=O)cc(C)c8c1c2c(c34)c(c65)c78
  0.56µM*, 4.5µM*, 13µM*, -5%, -80%[inhibitor], ·, ·, 14µM*[fluorescent]
> CC(=O)Nc1ccc(N)cc1
  -7%, 11%, -2%, 2%, -1%, ·, ·, 1%
> Cc1nnc(SCC2=C(C(=O)O)N3C(=O)C(NC(=O)Cn4nc(C)c(Cl)c4C)C3SC2)s1 (configuration not stated)
  -1%, -32%, 3%, 4%, ·, 3%, ·, -2%
> CCCCN1C(=S)NC[C@@H]1Cc1ccccc1
  -20%, 6%, 4%, 4%, ·, 20%, ·, 0%
> C/C(CCC(=O)OC[C@H]1O[C@H](C#Cc2ccccc2)C=C[C@@H]1Oc1ccc(C)cc1)=N\O[C@@H](C)CN1CCCCc2nc(C)c(C)cc21
  -5%, 55%[activator], 3%, -7%, -27%, ?, -4%, -3%

Two compounds from above, reduced to JMJD2E inh, TRb SRC2 PPI and SMN2 splice enh.
SMILES,JMJD2E inh,TRb SRC2 PPI,SMN2 splice enh
CC(=O)Nc1ccc(N)cc1,·,-2%,-1%
CC(=O)c1ccc(N2CCN(C(=O)C3CCC3)CC2)cc1,-22%,-3%,21%

Three compounds picked at random from those above:
Values in the order: RECQ1 inh, GoLoco inh red, TRb SRC2 PPI, ALDH1A1 block, SMN2 splice enh, JMJD2E inh, LMNA splice mod, TR SRC2 fluor cs
> CCOC(=O)c1ccccc1NC(=O)CC1Nc2ccccc2NC1=O (configuration not stated)
  -3%, 1%, 5%, ?, 23%, 64%, 18%, -1%
> COc1cc(C(=O)NCc2nnc(SCC(=O)Nc3cc(C)cc(C)c3)o2)cc(OC)c1OC
  -12%, 12%, 2%, ?, 1%, 0%, -2%, -4%
> COc1ccc(CCNCCC(=O)Nc2c(C)cc(C)cc2C)cc1OC
  -2%, -6%, 0%, 14%, 1%, 11%, -6%, -29%

(continued)
Values in the order: RECQ1 inh, GoLoco inh red, TRb SRC2 PPI, ALDH1A1 block, SMN2 splice enh, JMJD2E inh, LMNA splice mod, TR SRC2 fluor cs
> Cc1cc(O)cc(O)c1C(=O)Cc1cscn1
  -6%, -3%, 1%, 9%, -16%, -9%, -6%, -2%
> CCN1C(=O)/C(=C2/Sc3ccc(OC)cc3N2C)SC1=Nc1ccc(OC)cc1
  i, 1%, -3%, 7%, -15%, -1%, ?, -2%
> O=C(N/N=C/c1ccc2c(c1)OCO2)c1ccc2ccccc2n1
  -16%, 35%[activator], 4%, 1%, 1%, 4%, 5%[9.22 µM], -6%
> COc1cc(N2C(=O)C=CC2=O)c(OC)cc1Cl
  6%, -33%, -3%, 8.9µM*, ·, 1%, ·, 1%
> Cc1ncsc1CCOC(=O)c1cccnc1
  4%, 4%, -3%, 0%, -5%, -2%, 4%, -6%
> CCOC(=O)Cn1nc(/C=C/c2ccccc2)ccc1=O
  -4%, -4%, 3%, ?, 4%, ?, -6%, -1%

These rows are one share of the data (hit frequency here may not be typical).
